Screening data deposited in PubChem BioAssay by The Scripps Research Institute Molecular Screening Center.
Tn7 DDE FP: inhibitors of Tn7 peptide binding to fibrin DD(E), primary screen, biochemical, fluorescence polarization, human fibrin, Tn7 probe | AID 720508, 2013 | FP displacement of FITC-Tn7 peptide from fibrin DD(E); 0% = median of compound wells per plate | Fibrinogen beta chain (Homo sapiens), P02675 | inhibition, % at 8.3 µM | 370,000 compounds, 0.13% hits;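 active = inhibition above the mean of compounds falling within the control limits plus 3 SD of them, cut at about 14% in these data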;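 note: 0% = plate median of compound wells and 100% = 10 µM Aha-Tn7 peptide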
Target sequence (P02675 whole entry, looked up): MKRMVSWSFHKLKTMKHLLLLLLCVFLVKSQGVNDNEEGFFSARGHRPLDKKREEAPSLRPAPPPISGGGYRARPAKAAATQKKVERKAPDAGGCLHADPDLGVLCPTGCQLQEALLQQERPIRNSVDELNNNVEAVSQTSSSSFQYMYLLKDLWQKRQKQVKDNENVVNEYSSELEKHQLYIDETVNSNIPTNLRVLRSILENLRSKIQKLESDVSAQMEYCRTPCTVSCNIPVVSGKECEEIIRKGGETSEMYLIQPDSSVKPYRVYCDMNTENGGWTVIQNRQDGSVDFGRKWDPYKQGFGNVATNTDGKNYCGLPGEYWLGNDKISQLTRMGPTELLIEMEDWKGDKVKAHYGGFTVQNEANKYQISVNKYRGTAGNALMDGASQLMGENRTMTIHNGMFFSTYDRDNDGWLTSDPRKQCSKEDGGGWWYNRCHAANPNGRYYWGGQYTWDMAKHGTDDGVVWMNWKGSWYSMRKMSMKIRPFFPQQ
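Assay system: Fibrin-DD(E) protein isolated from polymerized human fibrin clots; read-out basis: percent inhibition; medium: Tris/NaCl/CaCl2 buffer, pH 7.8; signal: FP measurement; incubation: 10 min plus 3 h, room temperature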
ARFGAP1 inh: inhibitors of rat ARFGAP1 GAP activity, primary screen, biochemical, fluorescence polarization, GDP tracer; ADP-ribosylation factor GTPase-activating protein 1 (Rattus norvegicus), Q62848; Arfgap1-stimulated ARF1 GTP hydrolysis, GDP FP detection; inhibition, % at 16.5 µM; 360,000 compounds, 0.26% hits; AID 651572, 2012;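 active = inhibition above a per-plate limit, mean inhibition of low control wells plus 3 SD, cut at about 25% in these data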;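 note: 0% = DMSO wells with enzyme and 100% = wells lacking Arfgap1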
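Assay system: Rat Arfgap1 GAP domain (His6, aa 1-136), purified enzyme | Buffer or medium: HEPES 25 mM pH 7.5, NaCl 150 mM, MgCl2, DTT | Schedule: GTP hydrolysis reaction 2 h at 25 °C | Signal: FP of antibody-bound GDP Alexa 633 tracer, ex 620/em 688 nm | Measure: Percent inhibition of Arfgap1-stimulated GTP hydrolysis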
KLK7 zymogen act: proKLK7 zymogen activators, primary screen, biochemical, fluorescence intensity | Kallikrein-7 (Homo sapiens), P49862 | 370,000 compounds, 0.9% hits | purified proKLK7, EDANS-DABCYL substrate fluorescence; 100% is mature enzyme control, 0% vehicle | activation, % at 7 µM;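 active = activation above the mean of all tested compounds plus 3 SD, computed per campaign excluding outliers beyond control limits, cut at about 13% in these data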
TDP2 absorb: human TDP2 enzyme inhibitors, primary screen, biochemical, epi absorbance, recombinant enzyme | inhibition, % at 12.8 µM | 370,000 compounds, 0.34% hits | AID 720702, 2013 | T5PNP hydrolysis, p-nitrophenol absorbance 415 nm | Tyrosyl-DNA phosphodiesterase 2 (Homo sapiens), O95551;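 active = inhibition above the mean of all tested compounds plus 3 SD, set per campaign, cut at about 25% in these data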;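 note: 0% = DMSO with enzyme and 100% = buffer with substrate but no TDP2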
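Incubation: 2 h at 37 °C; Test system: recombinant human TDP2; Quantity: enzyme 120 nM; Read-out basis: percent inhibition; Medium: 50 mM Tris-HCl pH 7.5 with Mg2+, KCl, DTT, BSA; Repeats: single replicate; Compound: 12.8 µM single point, 1% DMSO; Signal: epi absorbance; Reagent: 5 mM T5PNP chromogenic substrate; Benchmarks: no-enzyme high, DMSO-plus-enzyme low.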
PLC-gamma1 inh: PLC-gamma1 enzyme inhibitors, primary screen, biochemical, fluorescence, purified enzyme; fluorogenic substrate; AID 720700, 2013; 1-phosphatidylinositol 4,5-bisphosphate phosphodiesterase gamma-1 (Homo sapiens), P19174; inhibition, % at 12.2 µM; 370,000 compounds, 0.84% hits; in the data active = inhibition above about 9.5%
ADAM10 inh: human ADAM10 inhibitors, primary screen, biochemical, QFRET, HTS. Disintegrin and metalloproteinase domain-containing protein 10 (Homo sapiens), O14672. recombinant ADAM10, EDANS/DABCYL FRET peptide cleavage, 3 h. inhibition, % at 7 µM. 370,000 compounds, 0.62% hits;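 active = inhibition above a per-campaign cutoff equal to the mean of compounds falling between control-based bounds plus 3 SD, cut at about 20% in these data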;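 note: 0% = DMSO wells while the 100% control is not disclosed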
ASAP1 inh: inhibitors of human ASAP1 ArfGAP activity, primary screen, biochemical, fluorescence polarization. Arf-GAP with SH3 domain, ANK repeat and PH domain-containing protein 1 (Homo sapiens), …. ASAP1-stimulated ARF1 GTP hydrolysis, GDP FP detection. inhibition, % at 16.5 µM. 360,000 compounds, 0.19% hits; in the data active = inhibition above about 25%;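 note: 0% = vehicle with enzyme and substrate and 100% = no enzyme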
DDE Tn6 FP inh: inhibitors of Tn6 peptide binding to fibrin DD(E), primary screen, biochemical, fluorescence polarization, human fibrin, Tn6 probe; Fibrinogen beta chain (Homo sapiens), P02675; Fibrin DD(E) TRITC-Tn6 fluorescence polarization displacement; inhibition, % at 8.3 µM; 370,000 compounds, 0.21% hits;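 active = inhibition above a per-campaign cutoff: mean of compounds within control limits plus 3 SD, cut at about 15% in these data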;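 note: 0% = median of all compound wells on the plate and 100% = blocking peptide control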
ADAM17 inh: ADAM17 inhibitors, primary screen, biochemical, QFRET | Disintegrin and metalloproteinase domain-containing protein 17 (Homo sapiens), P78536 | inhibition, % at 6.95 µM | recombinant ADAM17, EDANS/DABCYL FRET peptide cleavage | 370,000 compounds, 0.83% hits;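 active = inhibition above the mean of compounds lying between control limits plus 3 SD, set per campaign, cut at about 8.5% in these data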;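 note: 0% = DMSO-only wells as the low control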
Target sequence (P78536 215-824 limits assumed): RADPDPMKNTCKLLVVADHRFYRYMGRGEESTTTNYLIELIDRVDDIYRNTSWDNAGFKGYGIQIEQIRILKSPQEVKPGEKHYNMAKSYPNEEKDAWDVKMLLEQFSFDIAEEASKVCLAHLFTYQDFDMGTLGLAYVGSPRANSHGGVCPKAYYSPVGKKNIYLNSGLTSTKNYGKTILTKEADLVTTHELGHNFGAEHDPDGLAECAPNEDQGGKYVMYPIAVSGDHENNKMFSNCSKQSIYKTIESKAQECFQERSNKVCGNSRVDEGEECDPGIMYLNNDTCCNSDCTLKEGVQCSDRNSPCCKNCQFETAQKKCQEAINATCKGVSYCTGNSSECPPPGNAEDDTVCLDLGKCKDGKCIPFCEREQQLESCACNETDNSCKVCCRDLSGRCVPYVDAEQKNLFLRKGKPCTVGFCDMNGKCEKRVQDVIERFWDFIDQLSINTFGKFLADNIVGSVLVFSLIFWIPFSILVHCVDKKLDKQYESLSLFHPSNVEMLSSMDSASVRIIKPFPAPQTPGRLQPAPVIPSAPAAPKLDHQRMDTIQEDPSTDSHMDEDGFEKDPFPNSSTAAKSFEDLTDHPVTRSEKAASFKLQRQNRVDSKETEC
LEDGF integ inh: blockers of LEDGF/p75-dependent integrase strand transfer – biochemical, TR-FRET, high throughput, primary screen; HIV-1 integrase (with human LEDGF/p75); TR-FRET IN-LEDGF/p75 DNA integration, Eu/Cy5; inhibition, % at 3.7 µM; 370,000 compounds, 0.64% hits; AID 743269, 2014;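 active = inhibition above the screen-wide mean plus 3 SD, cut at about 13% in these data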;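 note: signal is the Cy5 over europium emission ratio at 671 and 618 nm; 0% = plate median of compound wells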
* = called active by the depositor; i = inactive. Rows are unselected. Share with any hit: about 4.2%.

No.	SMILES	PLC-gamma1 inh	KLK7 zymogen act	DDE Tn6 FP inh	LEDGF integ inh	TDP2 absorb	Tn7 DDE FP	ADAM17 inh	ARFGAP1 inh	ASAP1 inh	ADAM10 inh
1	CCOc1ccc(C2C(C#N)=C(N)Oc3nc[nH]c(=O)c32)cc1 (stereo unspecified)	-0.9	-1.0	0.8	5.0	-16.3	1.7	-7.0	5.6	0.8	-12.7
2	c1ccc2cc3[nH]c(CN4CCOCC4)nc3cc2c1	-6.7	1.0	-6.4	1.2	-1.4	0.4	-18.7	1.8	-3.8	-54.4
3	Nc1ccc(C2=Nc3cccc4cccc(c34)N2)cc1	-2.5	-0.7	-18.1	2.3	6.8	6.3	0.8	2.5	13.9	8.2
4	CN(C)C(=O)CSc1ncccc1-c1nc2ccccc2[nH]1	-9.7	-0.1	6.5	-2.3	2.9	-3.5	-14.4	2.9	-1.3	-25.7
5	O=C(NC1CCCCCC1)C1CCN(S(=O)(=O)N2CCC3(CC2)OCCO3)CC1	3.7	0.2	11.1	0.5	-9.6	-8.7	-0.2	4.6	0.0	0.6
6	CCOC(=O)C1(Cc2ccccc2C(F)(F)F)CCN(CCCn2cccn2)CC1	3.3	0.0	5.3	-1.7	12.4	1.2	-1.1	-2.4	0.8	-4.8
7	CCOc1ccc(CCN2C(=O)C(=O)N([C@@H](CC(C)C)CN3CCC[C@@H]3CN3C(=O)C(=O)NC[C@@H]3Cc3ccccc3)C[C@@H]2CC(C)C)cc1	3.0	0.1	-5.3	1.4	-2.3	2.2	-1.5	-2.3	-9.2	-0.6
8	CCOC(=O)C1(C)CCN1C(=O)Cc1ccc(OC)cc1 (stereo unspecified)	0.2	0.1	-2.5	-2.3	-7.1	-6.3	5.7	-2.1	3.7	-13.4
9	COc1ccc(C(=O)OCc2nc(N)nc(Nc3ccccc3C)n2)cc1OC	-1.2	0.8	-1.9	0.3	2.1	0.9	0.8	8.2	10.0	-6.5
10	CCOC(=O)c1ccccc1NC(=O)CSc1ccc(-c2cccnc2)nn1	2.9	0.3	-0.4	-3.7	2.7	3.0	-6.0	0.6	3.8	-5.5
11	CN(CC(=O)Nc1n[nH]c(=S)s1)S(=O)(=O)c1cccc2cccnc12	-1.5	0.1	7.5	-1.8	23.9	-1.0	-3.2	3.2	-16.8	-0.4
12	Cc1c(C(=O)N2CCCC(C(F)(F)F)C2)oc2ccccc12 (stereo unspecified)	2.6	0.5	-1.6	-0.8	3.0	0.9	-4.2	8.9	-4.5	-17.7
13	Cc1cccc(NC(=S)NC2CCCC2)n1	-0.4	0.4	3.0	1.3	1.9	-0.6	0.2	-3.0	1.7	-2.8
14	CCn1cnc2c1c(=O)n(CC(=O)Nc1ccc3c(c1)OC(F)(F)O3)c(=O)n2Cc1ccccc1	1.4	1.3	3.2	0.9	-4.8	2.1	-0.4	3.3	10.8	8.3
15	COc1cccc(NC(=O)CN(C)C(=O)c2ccc(COc3ccccc3)o2)c1	0.3	-0.6	-1.6	0.8	-0.2	6.6	1.6	-8.6	3.0	7.1
16	COCCOC(=O)C1=C(C)Nc2nc(C)nn2C1c1ccccc1 (stereo unspecified)	-3.1	-0.4	-4.3	1.7	-3.4	3.1	-5.6	13.8	-0.4	-7.5
17	Cc1ccc(C(=O)Nc2ccnc(-c3ccncc3)n2)cc1	0.7	0.1	-1.4	2.1	3.6	-5.8	0.8	-6.7	9.9	-3.6
18	CC(C)C1Cc2c(sc(NC(=S)NC(=O)c3ccccc3)c2C#N)CO1 (stereo unspecified)	1.8	-0.3	5.2	0.6	14.4	-1.7	-2.8	8.9	-2.2	-2.2
19	COC(=O)NCc1ccc(S(=O)(=O)N2CCOCC2)cc1	0.3	-0.5	1.0	0.7	9.4	-3.1	-0.2	10.9	7.7	0.3
20	CCC(=O)Nc1ccc(-n2nnnc2SCC(=O)NNC(=O)c2ccco2)cc1	-0.6	0.7	4.1	-2.1	8.9	-2.7	-4.7	5.5	0.9	-1.9
21	Cc1ccc(S(=O)(=O)N2C[C@H]3C(=O)C[C@@H](c4cccc(Cl)c4)N(S(=O)(=O)c4ccc(C)cc4)[C@H]3C[C@H]2c2ccccc2)cc1	2.9	-0.3	-7.1	0.1	1.0	0.9	-0.8	-2.8	3.0	-1.0
22	BrC(=C\c1ccccc1)/C=N/N1CCN(Cc2ccccc2)CC1	1.8	0.6	6.0	2.0	-0.5	5.9	1.5	-14.0	9.9	5.8
23	COc1ccc(N2CCN(C(=O)c3cc(-c4cc(OC)ccc4OC)nc4ccccc34)CC2)cc1	-7.5	0.1	3.8	-3.9	-8.7	7.6	-4.1	-7.8	-8.8	-3.7
24	CCC(=O)Nc1ccc(S(=O)(=O)Nc2cc(C)on2)cc1	0.5	1.1	-2.5	2.6	-6.9	-9.1	-0.8	-3.3	8.1	0.3
25	Cn1c(=O)[nH]c(=O)c2c1nc(Br)n2CCSc1nnnn1-c1ccccc1	6.0	-0.6	-4.4	-2.5	-3.8	-0.1	2.0	2.5	13.5	5.8
26	CCOC(=O)C1CCN(S(=O)(=O)c2ccc3c(c2)CCCN3C(C)=O)CC1	4.1	-0.4	-1.4	-0.5	5.0	-0.3	-1.3	10.1	4.0	-0.9
27	CC(=O)c1cccc(NC2c3ncccc3C(=O)N2Cc2ccco2)c1 (stereo unspecified)	-17.0	0.0	3.1	-2.5	11.7	-0.1	-5.5	1.2	1.0	-6.0
28	Cc1ccc2nc(NCCO)nc(-c3ccccc3)c2c1	i	19.1*	11.6	0.0	-6.2	9.9	-196.0	-16.1	-3.0	i
29	Cc1ccsc1-c1nc(CSCC(=O)NCc2ccc3c(c2)OCO3)c(C)o1	-8.9	0.5	8.1	-0.2	2.6	-1.4	-4.2	7.9	7.5	-17.9
30	O=C(O)C1CCCCC1C(=O)NCc1ccc(Cl)c(Cl)c1 (stereo unspecified)	-1.5	0.5	6.0	0.0	8.1	7.1	-1.5	0.9	4.8	-4.3
31	NC(=O)c1cc(S(=O)(=O)N2CC=C(c3ccccc3)CC2)cs1	-0.4	0.1	-8.2	-2.5	10.2	-1.3	-1.3	-4.3	-9.4	5.5
32	O=C(CC1C(=O)NCCN1C/C=C/c1ccccc1)NCCc1ccncc1 (stereo unspecified)	-4.3	-0.1	7.1	-0.1	-1.2	-1.7	-5.6	4.1	-13.3	-4.8
33	O=C(CCc1ccc(S(=O)(=O)N2CCOCC2)cc1)Nc1ccc2ccccc2c1	1.1	-0.2	5.5	0.5	-0.9	-1.6	0.8	4.8	11.5	2.0
34	CC1CC(C)CN(C(=O)c2cc(S(=O)(=O)N3CCCCC3)ccc2Cl)C1 (stereo unspecified)	-2.9	0.2	-0.2	0.5	-2.8	-2.3	-0.9	1.3	3.3	1.4
35	COc1ccccc1N1C(=O)CC1(C#N)c1ccc(OCc2ccccc2)cc1 (stereo unspecified)	0.6	0.1	-0.6	-2.5	-8.3	-0.9	5.7	-1.7	3.1	13.0
36	CCOC(=O)COc1ccc(S(=O)(=O)NCc2ccncc2)cc1	5.9	0.1	-0.5	0.3	-0.9	-3.2	-0.2	8.0	4.9	-3.3
37	O=C(NCCS(=O)(=O)N1CCN(c2ccccc2F)CC1)C1CC(=O)N(c2ccc(F)cc2)C1 (stereo unspecified)	0.2	-0.1	4.0	0.4	-10.8	-0.9	0.1	0.8	9.7	-4.0
38	CCSC1=C(C#N)C(c2ccccc2OC)CC(=O)N1 (stereo unspecified)	-1.2	0.4	3.9	-2.5	3.1	3.2	1.3	5.4	2.9	-11.8
39	COc1cccc(Oc2nnnn2-c2ccccc2)c1	3.2	-1.1	-0.6	-0.9	4.0	-2.6	2.0	-1.6	15.6	10.4
40	Cc1cccc(NC(=O)CSc2nc(=O)n(CCCN3CCOCC3)c3c2CCCC3)c1C	4.5	0.5	2.6	4.4	3.7	5.0	0.8	10.0	9.1	-10.2
41	O=C1[C@@H](c2ccccc2)CC[C@@H]2C=CC[C@H]3CCN1[C@@H]32	0.1	0.1	6.0	2.0	4.4	-5.3	-1.0	-0.3	3.0	0.3
42	CC(C)NC(=O)CSc1ccccc1C(=O)NNC(=O)Cn1ccc(C(F)(F)F)n1	5.2	0.6	-6.0	3.7	-8.9	-0.4	-2.2	1.2	5.4	-8.0
43	COc1ccc(Cl)cc1Nc1nc(-c2sc(NC(=O)C(C)(C)C)nc2C)cs1	-10.3	-0.3	-7.6	-0.5	5.0	2.2	-1.2	4.2	0.8	-1.4
44	CC1CCN(C(=O)c2cccc(S(=O)(=O)N3CCCCC3)c2)CC1	5.3	-0.3	-2.2	5.1	-3.1	-10.1	2.6	9.2	-3.9	5.9

From compound 37 to 38, as listed above:
No.	SMILES	PLC-gamma1 inh	KLK7 zymogen act	DDE Tn6 FP inh	LEDGF integ inh	TDP2 absorb	Tn7 DDE FP	ADAM17 inh	ARFGAP1 inh	ASAP1 inh	ADAM10 inh
37	O=C(NCCS(=O)(=O)N1CCN(c2ccccc2F)CC1)C1CC(=O)N(c2ccc(F)cc2)C1 (stereo unspecified)	0.2	-0.1	4.0	0.4	-10.8	-0.9	0.1	0.8	9.7	-4.0
38	CCSC1=C(C#N)C(c2ccccc2OC)CC(=O)N1 (stereo unspecified)	-1.2	0.4	3.9	-2.5	3.1	3.2	1.3	5.4	2.9	-11.8
